ADAM17 inh – inhibitors of human ADAM17; inhibition, % at 6.95 µM; 370,000 compounds, 0.83% hits; P78536; AID 720648; recombinant ADAM17, EDANS/DABCYL FRET peptide cleavage;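 active = inhibition above the mean of compounds lying between control limits plus 3 SD, set per campaign, cut at about 8.5% in these data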;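 note: 0% = DMSO-only wells as the low control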
TDP2 absorb – blocks human TDP2 phosphodiesterase activity. inhibition, % at 12.8 µM. O95551. AID 720702. recombinant TDP2, T5PNP hydrolysis, p-nitrophenol absorbance 415 nm. 370,000 compounds, 0.34% hits;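 active = inhibition above the mean of all tested compounds plus 3 SD, set per campaign, cut at about 25% in these data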;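 note: 0% = DMSO with enzyme and 100% = buffer with substrate but no TDP2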
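Evaluation: % inhibition relative to enzyme-containing and enzyme-free wells. Material: recombinant human TDP2. Benchmarks: enzyme-free and DMSO wells. Timing: enzyme reaction with compound for 2 h at 37 °C. Compound dosing: 12.8 µM only. Measured by: p-Nitrophenol epi absorbance. Reagent: T5PNP substrate at 5 mM, a TopII-DNA adduct mimic. Replication: single well per compound.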
DDE Tn6 FP inh – DD(E)-Tn6 binding inhibition, primary FP screen; Fibrin DD(E) TRITC-Tn6 fluorescence polarization displacement; inhibition, % at 8.3 µM; P02675; 370,000 compounds, 0.21% hits;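 active = inhibition above a per-campaign cutoff: mean of compounds within control limits plus 3 SD, cut at about 15% in these data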;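 note: 0% = median of all compound wells on the plate and 100% = blocking peptide control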
ADAM10 inh – ADAM10 inhibition, QFRET primary screen. 370,000 compounds, 0.62% hits. recombinant ADAM10, EDANS/DABCYL FRET peptide cleavage, 3 h. O14672. inhibition, % at 7 µM;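 active = inhibition above a per-campaign cutoff equal to the mean of compounds falling between control-based bounds plus 3 SD, cut at about 20% in these data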;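 note: 0% = DMSO wells while the 100% control is not disclosed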
ASAP1 GAP inh – inhibitors of human ASAP1 ArfGAP activity | Q9ULH1 | ASAP1-stimulated ARF1 GTP hydrolysis, GDP FP detection | inhibition, % at 16.5 µM | 360,000 compounds, 0.19% hits | AID 624377; in the data active = inhibition above about 25%;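 note: 0% = vehicle with enzyme and substrate and 100% = no enzyme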
Target sequence (Q9ULH1 325-724 limits assumed): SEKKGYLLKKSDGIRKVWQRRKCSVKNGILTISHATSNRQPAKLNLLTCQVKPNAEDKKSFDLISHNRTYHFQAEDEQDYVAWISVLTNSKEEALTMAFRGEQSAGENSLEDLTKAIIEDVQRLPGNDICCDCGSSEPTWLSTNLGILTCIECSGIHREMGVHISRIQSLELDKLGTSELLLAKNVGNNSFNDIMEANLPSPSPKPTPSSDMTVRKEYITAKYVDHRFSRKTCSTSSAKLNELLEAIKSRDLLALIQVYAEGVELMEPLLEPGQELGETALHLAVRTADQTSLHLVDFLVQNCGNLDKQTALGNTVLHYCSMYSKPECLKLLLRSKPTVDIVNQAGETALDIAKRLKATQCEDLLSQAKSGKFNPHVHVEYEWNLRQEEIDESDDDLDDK
SIAE inh – inhibitors of human sialic acid acetylesterase SIAE; inhibition, % at 9.66 µM; SIAE FP-Rh probe binding, fluorescence polarization; 370,000 compounds, 0.69% hits;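 active = inhibition above a cutoff: mean of compounds within the control limits plus 3 SD of those, cut at about 17% in these data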;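 note: 0% = plate median of compound wells and 100% = probe without SIAE protein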
Target sequence (Q9HAT2 whole entry, looked up): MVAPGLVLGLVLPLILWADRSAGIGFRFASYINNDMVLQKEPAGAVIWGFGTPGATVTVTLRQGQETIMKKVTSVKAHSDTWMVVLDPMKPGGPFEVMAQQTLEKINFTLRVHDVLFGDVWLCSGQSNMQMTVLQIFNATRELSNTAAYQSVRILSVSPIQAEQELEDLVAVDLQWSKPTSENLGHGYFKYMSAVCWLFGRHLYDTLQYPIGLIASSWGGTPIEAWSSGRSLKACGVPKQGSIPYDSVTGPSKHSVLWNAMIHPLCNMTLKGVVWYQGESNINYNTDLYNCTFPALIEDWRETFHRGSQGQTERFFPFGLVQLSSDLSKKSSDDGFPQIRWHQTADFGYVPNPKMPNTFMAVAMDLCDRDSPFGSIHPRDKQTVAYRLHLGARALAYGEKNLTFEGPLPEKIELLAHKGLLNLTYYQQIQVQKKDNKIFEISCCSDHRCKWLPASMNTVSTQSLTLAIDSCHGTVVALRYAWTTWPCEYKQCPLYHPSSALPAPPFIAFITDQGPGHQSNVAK
PLC-gamma1 inh – blocks human PLC-gamma1 enzyme activity | AID 720700 | P19174 | 370,000 compounds, 0.84% hits | inhibition, % at 12.2 µM | purified PLC-gamma1, fluorogenic substrate, fluorescence; in the data active = inhibition above about 9.5%
PLC-beta3 inh – PLC-beta3 (human) inhibition, primary screen; 370,000 compounds, 0.18% hits; inhibition, % at 12.2 µM; Q01970; Purified PLC-beta3, fluorogenic substrate, fluorescence; in the data active = inhibition above about 11%;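 note: 0% = median of compound wells on plate and 100% = full blocker control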
ARFGAP1 inhibitor – rat ARFGAP1 inhibition. Q62848. Arfgap1-stimulated ARF1 GTP hydrolysis, GDP FP detection. inhibition, % at 16.5 µM. 360,000 compounds, 0.26% hits;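 active = inhibition above a per-plate limit, mean inhibition of low control wells plus 3 SD, cut at about 25% in these data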;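 note: 0% = DMSO wells with enzyme and 100% = wells lacking Arfgap1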
Target sequence (Q62848 1-136 limits assumed): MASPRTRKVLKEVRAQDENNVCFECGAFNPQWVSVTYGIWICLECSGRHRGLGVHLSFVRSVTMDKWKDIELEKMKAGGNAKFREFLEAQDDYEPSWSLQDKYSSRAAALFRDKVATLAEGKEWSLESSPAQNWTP
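Assay system: purified rat His6-Arfgap1 residues 1-136 (GAP domain); Reagent: human Δ17 ARF1 bound to GTP; Dosing: 16.5 µM single point, 1.26% DMSO; Times: GTP hydrolysis reaction 2 h at 25 °C; Signal: FP, GDP Alexa 633 tracer displaced from anti-GDP antibody, 620/688 nm; Measure: % inhibition from polarization.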
Tn7 DDE FP – DD(E)-Tn7 binding inhibition, primary FP screen; FP displacement of FITC-Tn7 peptide from fibrin DD(E); 0% = median of compound wells per plate; inhibition, % at 8.3 µM; 370,000 compounds, 0.13% hits; AID 720508;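 active = inhibition above the mean of compounds falling within the control limits plus 3 SD of them, cut at about 14% in these data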;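 note: 0% = plate median of compound wells and 100% = 10 µM Aha-Tn7 peptide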
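assay system = human clot-derived fibrin DD(E) complex | quantity = Fibrin-DD(E) at 2 µM final | timing = 10 min preincubation, 3 h with tracer, room temperature | signal = fluorescence polarization | measure = percent inhibition | benchmarks = high control wells with 10 µM unlabelled Aha-Tn7 peptide (full inhibition) | replicates = singlicate testing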
Numbers without * were called inactive; · = no result given.

SMILES | ADAM17 inh | TDP2 absorb | DDE Tn6 FP inh | ADAM10 inh | ASAP1 GAP inh | SIAE inh | PLC-gamma1 inh | PLC-beta3 inh | ARFGAP1 inhibitor | Tn7 DDE FP
CC(OC(=O)c1ccc(C(C)(C)C)cc1)C(=O)NC1CCCCC1C (configuration not stated) | -2 | -5 | 1 | -9 | 1 | -11 | -1 | -9 | 8 | 1
COc1cc(C(=S)N2CCOCC2)cc(OC)c1OC(=O)c1ccc(F)cc1 | -2 | -5 | -3 | 6 | -3 | 0 | 2 | -3 | 5 | 2
O=C(COC(=O)CCCOc1ccccc1)NC1CCS(=O)(=O)C1 (configuration not stated) | -4 | -11 | -4 | 1 | -5 | -4 | 3 | -5 | -6 | -4
CC(C(=O)NCCC1=CCCCC1)N1C(=O)c2ccccc2C1=O (configuration not stated) | 0 | 8 | -3 | 7 | -3 | -1 | 2 | 1 | 9 | -1
CNC(=O)c1ccccc1-c1ccccc1 | -5 | 1 | -2 | -2 | 17 | 0 | 3 | -2 | 3 | 1
COCC(=O)N(C)[C@H]1C[C@H]2c3cc(Oc4ccccc4C)ccc3CCN2C(=O)[C@H]1[C@H](C)O | -4 | 4 | 14 | -7 | -6 | 9 | -5 | -5 | 7 | 0
O=S(=O)(NC1CCCCC1N1CCCCC1)c1ccc(Cl)cc1 (configuration not stated) | -3 | -10 | 10 | -8 | -6 | -5 | -2 | -4 | -8 | 4
COc1ccccc1C(=O)COC(=O)C1(C)CC1(Cl)Cl (configuration not stated) | -1 | 5 | 6 | -15 | -9 | -5 | -2 | -1 | -7 | 7
N/C(=N\OS(=O)(=O)c1ccc2ccccc2c1)c1ccncc1 | -3 | 2 | 1 | -2 | -4 | 3 | -3 | -2 | -13 | 0
COc1ccccc1CC1(C)NC(=O)N(CC(=O)Nc2cc(C)on2)C1=O (configuration not stated) | -3 | 10 | -4 | -2 | -6 | 5 | 1 | 2 | 2 | 4
CC(C)NC(=O)C1(C)CCCN1C(=O)c1ccccc1Br (configuration not stated) | -3 | -3 | -1 | -4 | -2 | 5 | 6 | 3 | 1 | 0
COc1ccc(OCC(=O)NNC(=S)NC(=O)c2ccc([N+](=O)[O-])cc2)cc1 | 3 | -8 | 4 | 11 | -4 | 3 | -1 | 4 | 2 | 3
O=C1CCCc2oc3c(cc(NS(=O)(=O)c4ccc5c6c(cccc46)C(=O)N5)c4ccccc43)c21 | -16 | 17 | -18 | -57 | 18 | -103 | -110 | -161 | 11 | -2
OCC1(CCc2ccccc2)CCN(C/C=C/c2ccccc2)CC1 | 0 | 10 | -6 | 14 | 1 | -2 | 3 | -3 | -12 | -4
O=S(=O)(c1ccc(Br)cc1F)N1CCCCC1CCO (configuration not stated) | 0 | 2 | 0 | -1 | -3 | -6 | 2 | 6 | 3 | -2
CC1CC(C)CN(C(=O)c2cccc(NC(=O)CC3SC(N4CCCCC4)=NC3=O)c2)C1 (configuration not stated) | -1 | -2 | -1 | 1 | 5 | 8 | 4 | 5 | -15 | 2
CCn1cc(/C=C(\NC(=O)c2ccccc2)C(=O)NCCCN2CCOCC2)c2ccccc21 | -4 | 17 | -3 | 3 | 9 | 3 | 1 | -10 | 4 | -6
CCN(CC)CCN(C(=O)c1ccc(N2C(=O)CCC2=O)cc1)c1nc2cc3c(cc2s1)OCCO3 | 6 | -6 | -5 | 11 | 6 | -5 | 2 | -4 | 4 | -4
COc1ccc(Cc2nc3ccc(C(=O)NCc4ncc(C)[nH]4)cc3o2)cc1OC | -3 | 15 | 1 | -2 | 0 | 3 | -4 | -11 | -3 | -2
C[C@H]1NS(=O)(=O)c2ccc(Br)cc2O[C@H]1c1ccccc1 | 1 | 0 | 1 | -15 | -2 | -1 | 1 | -1 | 3 | 5
O=C(CSc1nc2ccccc2o1)N1CCN(c2ccc(Cl)cc2)CC1 | -4 | -2 | -1 | -5 | -8 | -1 | -5 | 0 | 14 | -1
CC1=NNC(=O)C1C(c1ccc(Cl)cc1)C(C#N)C#N (configuration not stated) | 2 | -10 | 4 | 0 | -2 | 0 | -2 | -3 | 12 | -3
COC(=O)c1ccc(N2CCCCC2)c(NS(=O)(=O)c2ccc(C)cc2)c1 | 2 | -5 | 0 | 0 | 1 | 1 | -2 | -8 | 3 | -3
CCCCCCCCN1C(=O)[C@@H](CC(=O)N2CCCCC2)C[C@@]2(C(=O)OC)C1=C[C@H](C(C)C)O[C@@H]2C1CC1 | -2 | 4 | -2 | -2 | · | 0 | 0 | 2 | · | -2
NC(=O)CSc1nnc(-c2cccc(S(=O)(=O)N3CCOCC3)c2)n1C1CCCCCC1 | -2 | 5 | 9 | 2 | -4 | 1 | 3 | 3 | -8 | 0
CC(C)n1nnnc1C1c2ccccc2C(=O)N1Cc1cccc(F)c1 (configuration not stated) | -1 | 9 | 6 | -1 | -16 | 2 | 3 | 3 | 6 | 0
CC1CCC2(CC1)NC(=O)N(CC(=O)c1ccc[nH]1)C2=O (configuration not stated) | -3 | 3 | 4 | 2 | 3 | -4 | -1 | 1 | 5 | 3
O=C(C=Cc1ccco1)c1ccco1 | 3 | -8 | 6 | -10 | 0 | 3 | 0 | -18 | -11 | -1
COC(=O)[C@H]1C[C@@]2(O)CN(S(=O)(=O)c3ccc(C)cc3)C[C@@]2(OC(=O)NC2CC2)C[C@H]1C(=O)OC | -3 | 9 | 0 | -7 | 5 | 6 | 0 | 2 | -4 | -5
CCc1ccc(N2C(=O)CC(Cn3nc(C)cc3C)C2=O)cc1 (configuration not stated) | -3 | -4 | 6 | -6 | 1 | -2 | -3 | -2 | 5 | 3
CC1(C(=O)NS(=O)(=O)Cc2ccccc2)CCN1C(=O)CCc1ccccc1 (configuration not stated) | -1 | 5 | -9 | -5 | 14 | -2 | -1 | 0 | -1 | -11
COc1ccc(Cl)cc1NC(=O)COC(=O)C1CC(=O)N(Cc2ccccc2)C1 (configuration not stated) | -6 | 7 | 8 | -8 | -9 | -2 | 1 | -5 | 0 | 6
CC(C)Cc1ccc(C(C)C(=N)N)cc1 (configuration not stated) | 0 | -1 | 6 | 4 | -10 | -5 | 1 | -6 | 8 | -7
COc1cc(C2=NOC(C(=O)N3CCN(c4ccc(F)cc4)CC3)C2)cc(OC)c1OC (configuration not stated) | -4 | -6 | 6 | 9 | 0 | -1 | 1 | 2 | -7 | 4
CC(=O)Nc1nnc(CSCc2ccc(F)cc2)s1 | -1 | 2 | 3 | -3 | -8 | 0 | 0 | -11 | 2 | 0
Cc1cc(NCc2ccccn2)n2nc(C)c(-c3ccc(Cl)cc3)c2n1 | -10 | 5 | -1 | -16 | -4 | 2 | -48 | -73 | 8 | 0
Cn1cc(CN2CCC(n3nccc3NC(=O)CCCc3ccccc3)CC2)cn1 | 0 | 13 | -1 | 3 | 8 | 5 | 0 | -7 | 1 | 0
C/C(=N\N=C1\NC(=O)C(CC(=O)NCc2ccccc2)S1)C(C)C (configuration not stated) | 3 | 3 | 6 | 4 | 10 | 6 | -4 | -3 | 11 | -6
CC(C)c1nc2sc3c(=O)n(N)cnc3c2c2c1COC(C)(C)C2 | -4 | 3 | 5 | -12 | 7 | 0 | -9 | -13 | 4 | -4
CCOC(=O)c1c(N)sc(C(=O)N(C)C)c1CN1CCOCC1 | -4 | -2 | -1 | -8 | -3 | 7 | 0 | 0 | 0 | -5
CN(CC(=O)Nc1cccc(F)c1)C(=O)c1ccc(C2SCCS2)cc1 | -3 | 0 | -3 | -6 | 4 | 20* | 1 | 1 | -8 | 2
CCC(=O)OCCCCCCOc1ccc(C(=O)O)cc1 | 2 | -13 | 1 | 3 | -1 | -6 | 2 | 1 | 1 | -9
CC(c1ccccc1)C1CC(=O)N(Cc2ccccc2)C1=O (configuration not stated) | -1 | -3 | 3 | 8 | 4 | -5 | 0 | 0 | -7 | 5
O=C(NCc1ccccn1)c1cn(Cc2ccccc2)nn1 | 2 | -6 | -2 | 7 | -5 | -9 | 9 | -1 | -10 | -7
CCN1CCN(CNC(=O)c2cnccn2)CC1 | -5 | 8 | 0 | 5 | -1 | 0 | -2 | 2 | -6 | 2
COc1ccc(CC(=O)Nc2ccc(S(=O)(=O)N3CCN(C)CC3)cc2)cc1 | -1 | 11 | 5 | -7 | 0 | -7 | -1 | -7 | 0 | 8
O=C1CCC([N+](=O)[O-])C(c2ccc(Cl)cc2Cl)N1 (configuration not stated) | -2 | 7 | 7 | 5 | -9 | 0 | -1 | -4 | 6 | 9
COc1ccc(S(=O)(=O)N(C)CC(=O)Nc2cccc(C(C)=O)c2)cc1Cl | 0 | 0 | 9 | 2 | -8 | 2 | 0 | -1 | -11 | 6
COc1ccc(C(=O)N/N=C2\SCC(=O)N2Cc2ccc3c(c2)OCO3)c(OC)c1 | 0 | 0 | 4 | 5 | 11 | 3 | 5 | 3 | -2 | 2
CN(C(=O)COc1ccc(S(=O)(=O)N2CCOCC2)cc1[N+](=O)[O-])C1CCS(=O)(=O)C1 (configuration not stated) | -6 | 8 | -3 | 3 | 1 | -1 | 1 | -7 | -6 | 3
CN(C)c1ccc(P(=O)(OCc2ccccc2)C(O)c2ccncc2)cc1 (configuration not stated) | -4 | 0 | -3 | -4 | -4 | 2 | -3 | 1 | 9 | -3
O=C(CN1CCOCC1)NCc1cc([N+](=O)[O-])ccc1O | 0 | -4 | -4 | 11 | 6 | -1 | 4 | 1 | -5 | -2
Cc1c(-c2nc(-c3ccc(C(C)(C)C)cc3)no2)n(C)oc1=O | -5 | -6 | -3 | -10 | 1 | -5 | -6 | -8 | -4 | 4

4 records drawn at random from the list so far, as already listed:
SMILES | ADAM17 inh | TDP2 absorb | DDE Tn6 FP inh | ADAM10 inh | ASAP1 GAP inh | SIAE inh | PLC-gamma1 inh | PLC-beta3 inh | ARFGAP1 inhibitor | Tn7 DDE FP
CCC(=O)OCCCCCCOc1ccc(C(=O)O)cc1 | 2 | -13 | 1 | 3 | -1 | -6 | 2 | 1 | 1 | -9
O=C1CCC([N+](=O)[O-])C(c2ccc(Cl)cc2Cl)N1 (configuration not stated) | -2 | 7 | 7 | 5 | -9 | 0 | -1 | -4 | 6 | 9
CC(c1ccccc1)C1CC(=O)N(Cc2ccccc2)C1=O (configuration not stated) | -1 | -3 | 3 | 8 | 4 | -5 | 0 | 0 | -7 | 5
CN(C(=O)COc1ccc(S(=O)(=O)N2CCOCC2)cc1[N+](=O)[O-])C1CCS(=O)(=O)C1 (configuration not stated) | -6 | 8 | -3 | 3 | 1 | -1 | 1 | -7 | -6 | 3
